From PubChem
NPY-Y2 PAM-ag: potentiators or agonists of human neuropeptide Y receptor Y2 | cells expressing NPY-Y2, potentiator/agonist read-out | P49146 | AID 1359 | activation, % at 3.6 µM | 220,000 tested, 0.45% active; in the data active means activation above about 27%;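 further: cells stimulated with NPY near EC25 plus isoproterenol at EC100; 0% = vehicle plus submaximal agonist and 100% = vehicle plus saturating agonist; some results beyond the cut were filed as inactive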
PERK inhibitor: human PERK inhibition, primary cell-based screen; Q9NZJ5; CHO PERK-DD fusion, SEAP luminescence translation reporter; inhibition, % at 5.6 µM; 220,000 tested, 0.17% active; AID 1416;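 active means inhibition above the mean inhibition of all tested compounds plus 3 SD, set separately per screening campaign, cut at about 2.9% in these data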;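 further: PERK kinase domain activated by AP20187 dimerizer at 100 nM; 0% = DMSO with dimerizer and 100% = rapamycin at 8.4 µM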
Wee1 degr inh: inhibitors of human Wee1 degradation. reporter increase, % at 5 µM. 220,000 tested, 1.2% active. HeLa Luc-Wee1K328M stability, luciferase luminescence; 100% = proteasome inhibitor MG132 effect. P30291. AID 1321;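 active means activation above the mean of all tested compounds plus 3 SD, set per screening run, cut at about 8.8% in these data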;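 further: cells exposed to compound for 20 h before luminescence read; 0% = DMSO alone and 100% = MG132 at 30 µM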
BaF3 parental: reduces parental Ba/F3 cell viability, JAK2V617F counter-screen; AID 1486; CellTiter-Glo ATP luminescence; 220,000 tested, 1.1% active; inhibition, % at 5.6 µM;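 active means inhibition above a per-campaign cutoff, the mean inhibition of all tested compounds plus 3 SD, cut at about 27% in these data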;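 further: 0% = DMSO wells and 100% = JAK Inhibitor I control wells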
S1P4 ag: activates the human S1P4 receptor; O95977; S1P4-expressing cell line, agonist reporter assay; activation, % at 4.98 µM; 220,000 tested, 0.35% active; in the data active means activation above about 11%;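 further: 0% = DMSO vehicle and 100% = reference agonist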
eIF4E-4G inh: blocks eIF4E binding to eIF4G. 220,000 tested, 0.37% active. TR-FRET eIF4E-eIF4GI(517-606) binding, 2 h. P63073+Q04637. AID 782. inhibition, % at 21.7 µM;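 active means inhibition above about 30%, limit read from the data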;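 further: 0% = full FRET control wells and 100% = background wells lacking eIF4GI fragment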
S1P4 antag: human S1P4 receptor antagonism. inhibition, % at 4.98 µM. O95977. 220,000 tested, 0.26% active. S1P4-expressing cells, antagonist mode, reporter read-out. AID 1510; in the data active means inhibition above about 29%;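 further: 0% = wells stimulated with agonist and 100% = vehicle wells without agonist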
Ba/F3 V617F tox: reduce viability of Ba/F3 cells dependent on JAK2V617F. inhibition, % at 5.6 µM. AID 1446. Ba/F3 EpoR-JAK2V617F viability, ATP luminescence. 220,000 tested, 1.1% active;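 active means inhibition above the campaign mean plus 3 SD over all tested compounds, cut at about 24% in these data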;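 further: cytokine-independent growth of Ba/F3 cells driven by EpoR plus mutant JAK2; 0% = DMSO-treated cells and 100% = JAK inhibitor I control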
Mdm2 ligase inh: blocks human Mdm2 ubiquitin ligase activity | Q00987 | cell-based MDM2 ubiquitination luciferase reporter, 2 h; 0 = plate control, 100 = twice control, blank-subtracted | signal enhancement, % at 5 µM | 210,000 tested, 0.11% active;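 active means signal enhancement of 30% or more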;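 further: luminescence tracks abundance of the self-degrading MDM2-luciferase fusion protein; higher signal means inhibition of MDM2 E3 ligase activity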
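Timing – 2 h compound exposure at 37 °C · Assay system – mammalian cells stably expressing self-ubiquitinating, self-degrading MDM2 E3–luciferase fusion · Amount – 2000 cells seeded into each well · Measure – % luminescence enhancement versus blank-corrected plate control mean · Measured by – SteadyLite luminescence, 15 min reagent step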
Active calls of the source: *; x = no result given; [ ] = another dose, or the depositor's remark.

SMILES | NPY-Y2 PAM-ag | PERK inhibitor | Wee1 degr inh | BaF3 parental | S1P4 ag | eIF4E-4G inh | S1P4 antag | Ba/F3 V617F tox | Mdm2 ligase inh
Cc1cc(Cl)ccc1OCC(=O)N/N=C/c1ccc(OC2OC(CO)C(O)C(O)C2O)cc1 (stereo not drawn) | -12 | 0.0 | -1 | 1 | 0.9 | -2 | 2 | 2 | -14
Cc1oc(-c2cccs2)nc1CS(=O)CC(=O)NC1CCCCCC1 (stereo not drawn) | -14 | 0.4 | 1 | 8 | 1.7 | -2 | -3 | -1 | -8
COc1ccccc1N1CCN(C(=O)C2C3C=CC4(CN(Cc5ccccc5Cl)C(=O)C24)O3)CC1 (stereo not drawn) | 3 | -0.9 | -3 | 0 | -0.8 | 2 | -9 | -3 | -28
CC1CCCC(NC(=O)CN(C)S(=O)(=O)c2cnc[nH]2)C1C (stereo not drawn) | -10 | 0.6 | -3 | -3 | -0.1 | 2 | -6 | 0 | -4
O=C(COC(=O)/C=C/c1nc2ccccc2s1)Nc1ccccc1Oc1ccccc1 | 5 | 0.1 | -1 | 2 | 0.7 | -3 | -23 | 2 | 15
O=C(Nc1cccc(F)c1)c1ccco1 | -8 | 0.2 | -3 | 6 | 2.4 | 1 | -8 | 2 | -5
CCc1n[nH]c2c1/C(=N/O)CCC2 | 0 | 0.3 | -4 | 0 | 0.5 | -6 | -25 | 1 | -22
O=C(Cc1coc2ccc3ccccc3c12)N1CCN(c2ncccn2)CC1 | 8 | 0.1 | 1 | 3 | -0.5 | 0 | 11 | 1 | -6
Cc1ccc(Oc2ccccc2)c(NC=O)c1 | 1 | 2.3 | -1 | -3 | -0.2 | -5[fluorescence artefact?] | 6 | -4 | -14
CCOn1c(=O)c(-c2cccs2)[n+]([O-])c2ccccc21 | -3 | 0.0 | -2 | 6 | -1.7 | 3 | -5 | -1 | -19

3 entries from above, ordered by the value under S1P4 antag, falling:
Compound	S1P4 antag
Cc1ccc(Oc2ccccc2)c(NC=O)c1	6
CCOn1c(=O)c(-c2cccs2)[n+]([O-])c2ccccc21	-5
CCc1n[nH]c2c1/C(=N/O)CCC2	-25

(listing goes on)
SMILES | NPY-Y2 PAM-ag | PERK inhibitor | Wee1 degr inh | BaF3 parental | S1P4 ag | eIF4E-4G inh | S1P4 antag | Ba/F3 V617F tox | Mdm2 ligase inh
CCOC(=O)C1CCN(C(=O)C2CCN(S(=O)(=O)c3cccc4cccnc34)CC2)CC1 | 15 | -0.1 | 0 | 2 | 2.4 | -3 | -14 | -4 | 2
COc1cc(CNCCCN2CCOCC2)ccc1OCC(=O)Nc1cccc(C(F)(F)F)c1 | -3 | 0.0 | 2 | 8 | -2.7 | -1 | 7 | 11 | 15
COC(=O)CNC(=O)CNC(=O)Nc1ccccc1Cl | 13 | -0.2 | -3 | 4 | 1.8 | -5 | 14 | 2 | 6
Cc1cc(C)c(C(=O)CSc2n[nH]c(-c3ccncc3)n2)c(C)c1 | -10 | -1.7 | 2 | 5 | 1.1 | -2 | -4 | 3 | -8
CC1=CC(C)(C)n2c(O)c(N=NC(N)=S)c3cc(C)cc1c32 | 12 | 1.0 | -2 | 4 | 0.9 | 1 | -11 | -1 | -4
CCOC(=O)C(NC(=O)N(C)C)(Nc1sc(C)c(CC)c1C#N)C(F)(F)F (stereo not drawn) | 0 | 0.9 | -3 | 6 | 0.1 | -8 | -25 | 1 | -9
O=C(N/N=C/c1cn(-c2cccs2)nc1-c1ccccc1)c1ccccc1Cl | 9 | -0.9 | -1 | 2 | 0.2 | 5 | 6 | 1 | 1
CCCN1CN(Cc2ccccc2)CC2=C1CC(C)(C)CC2=O | 10 | -0.1 | 2 | 6 | 2.1 | 10 | 4 | 0 | -2
Cc1ccc(S(=O)(=O)N2CCN(c3cnn(-c4ccccc4)c(=O)c3Cl)CC2)cc1 | 15 | 2.1 | -1 | 5 | 0.9 | 4 | -6 | -1 | -35
C/C(=N\NC(=S)NC1CCCCC1)c1cccc(C(F)(F)F)c1 | -11 | -0.1 | 8 | 1 | 1.4 | 8 | -3 | 0 | x
CCOC(=O)c1[nH]cnc1C(=O)Nc1ccncc1 | 7 | 1.8 | 7 | 6 | -1.6 | 3 | -12 | -2 | -10
O=C(CSc1nncs1)Nc1cc(-c2ccccc2)nn1-c1ccccc1 | 3 | -0.3 | 7 | 8 | 0.9 | -1 | -3 | 4 | -1
C/C(=N\NC(=O)c1nn(C)c(C)c1Br)c1cccc(NC(=O)c2ccoc2C)c1 | -4 | -0.9 | 9.8* | 5 | 0.1 | 0 | -3 | 7 | -4
Cc1ccc(C)c(NC(=S)NCC(c2ccccc2)N(C)C)c1 (stereo not drawn) | -5 | -1.0 | -4 | -4 | -3.4 | 4 | -5 | -4 | -17
COc1ccc(N2CCN(CCCn3c(=S)[nH]c4ncccc4c3=O)CC2)cc1 | 4 | -0.4 | -1 | 5 | -2.0 | 5 | 4 | 0 | -1
C=CCNC(=O)COC(=O)c1ccccc1C(=O)N(C)C1CCCCC1 | 0 | 0.3 | -1 | 1 | -2.4 | 2 | -4 | -5 | -12
COc1ccc(C2CC(=O)c3c([nH]c(C(=O)OC(C)C)c3C)C2)cc1OC (stereo not drawn) | 11 | -0.5 | 2 | 2 | -1.0 | 4 | 3 | -5 | -7
Cc1ccc(Cn2ncc3c(N4CCN(c5ccc(C)cc5)CC4)ncnc32)cc1 | -8 | -0.1 | 1 | 4 | 1.4 | -4 | -21 | 1 | -8
O=C(NCc1ccco1)c1cccc(S(=O)(=O)N2CCc3ccccc32)c1 | 7 | -0.4 | -1 | 7 | -0.1 | 4 | -8 | -1 | -7
O=c1cc(Cl)[nH]c(=O)n1CCNc1ncc(C(F)(F)F)cc1Cl | 0 | 0.2 | -1 | 2 | -3.4 | 4 | -15 | -1 | -24
CCOc1ccc(CCNC(=O)COC(=O)Cn2cnc3ccccc3c2=O)cc1OCC | -2 | 0.0 | -2 | 3 | -0.6 | 2 | 2 | -1 | -3
COc1ccc(OCC(=O)NNC(=O)c2nn(C)c(=O)c3ccccc23)cc1 | -3 | 0.1 | 4 | 1 | 0.6 | -2[fluorescence artefact?] | -14 | -3 | -2
Cn1cc(C(=O)N/N=C/C2=C(N3CCOCC3)C(=C\c3ccccc3)/CC2)ccc1=O | -5 | -0.3 | -3 | 1 | 0.8 | -6 | -10 | 2 | 9
O=C(O)CCC(=O)N1N=C(c2ccco2)CC1c1cccs1 (stereo not drawn) | 3 | 0.7 | 4 | 2 | 5.1 | 8 | -24 | -3 | -5
O=C(CSc1nc2ccccc2s1)Nc1ccc(Cl)c(S(=O)(=O)N2CCOCC2)c1 | 3 | -0.2 | -1 | 5 | 1.5 | 1 | -6 | -1 | 2
Cc1ccc(S(=O)(=O)Nc2cc(C(=O)NCCN(C)C)ccc2N2CCCCC2)cc1 | -2 | -0.1 | 1 | -3 | -3.2 | -4 | 18 | 0 | -1
Cc1cc(NC(=O)C2CC=CCC2C(=O)O)no1 (stereo not drawn) | 19 | 1.4 | -1 | 2 | -0.6 | 9 | 7 | -2 | 3
CC(Cc1cccs1)NC(=O)Nc1ccc([N+](=O)[O-])cc1 (stereo not drawn) | 0 | 0.2 | 3 | 6 | -0.4 | 5 | -6 | 2 | -8
COC(=O)c1ccc(-c2nc(-c3ccc(Br)o3)no2)cc1 | 7 | 0.7 | -1 | 4 | -2.0 | -5 | 2 | -2 | -11
COc1ccc(NC(=S)N2CCCC2)c(OC)c1 | 2 | 1.4 | -1 | 5 | 0.5 | 0 | -18 | 0 | -3

Given as labelled records: part of the list above.
> O=C(CSc1nncs1)Nc1cc(-c2ccccc2)nn1-c1ccccc1
  NPY-Y2 PAM-ag: 3; PERK inhibitor: -0.3; Wee1 degr inh: 7; BaF3 parental: 8; S1P4 ag: 0.9; eIF4E-4G inh: -1; S1P4 antag: -3; Ba/F3 V617F tox: 4; Mdm2 ligase inh: -1

> C/C(=N\NC(=O)c1nn(C)c(C)c1Br)c1cccc(NC(=O)c2ccoc2C)c1
  NPY-Y2 PAM-ag: -4; PERK inhibitor: -0.9; Wee1 degr inh: 9.8*; BaF3 parental: 5; S1P4 ag: 0.1; eIF4E-4G inh: 0; S1P4 antag: -3; Ba/F3 V617F tox: 7; Mdm2 ligase inh: -4

> Cc1ccc(C)c(NC(=S)NCC(c2ccccc2)N(C)C)c1 (stereo not drawn)
  NPY-Y2 PAM-ag: -5; PERK inhibitor: -1.0; Wee1 degr inh: -4; BaF3 parental: -4; S1P4 ag: -3.4; eIF4E-4G inh: 4; S1P4 antag: -5; Ba/F3 V617F tox: -4; Mdm2 ligase inh: -17

> COc1ccc(N2CCN(CCCn3c(=S)[nH]c4ncccc4c3=O)CC2)cc1
  NPY-Y2 PAM-ag: 4; PERK inhibitor: -0.4; Wee1 degr inh: -1; BaF3 parental: 5; S1P4 ag: -2.0; eIF4E-4G inh: 5; S1P4 antag: 4; Ba/F3 V617F tox: 0; Mdm2 ligase inh: -1

(continued)
SMILES | NPY-Y2 PAM-ag | PERK inhibitor | Wee1 degr inh | BaF3 parental | S1P4 ag | eIF4E-4G inh | S1P4 antag | Ba/F3 V617F tox | Mdm2 ligase inh
CC(C)S(=O)(=O)c1csc(NC(=O)Nc2cccc([N+](=O)[O-])c2)c1Cl | 10 | -1.3 | -1 | 0 | 1.0 | -1 | 12 | 2 | -22
C=CCOc1ccc(C(=O)N(Cc2ccc(N(C)C)cc2)C2CCS(=O)(=O)C2)cc1 (stereo not drawn) | -4 | -1.0 | -2 | 6 | 0.0 | 5 | -6 | 4 | 3
COc1ccc(C)cc1S(=O)(=O)N(CC(=O)Nc1cccc([N+](=O)[O-])c1)c1ccc(C)cc1 | 19 | 0.2 | -1 | 0 | -3.3 | -6 | -7 | -4 | -17
O=NN(CCc1ccncc1)c1ccc(OCc2ccccc2)cc1 | 27 | 0.8 | 1 | 9 | 0.1 | 1 | 9 | 0 | -15
O=C(O)c1ccc(N/N=C/c2ccc(-c3ccccc3Cl)o2)cc1 | 17 | 1.3 | -2 | 3 | 11* | 4 | -18 | 9 | -39
O=c1[nH]c2ccc(Cl)cc2c(=O)n1Cc1ccco1 | 9 | -0.1 | 0 | 0 | -1.1 | -11 | -3 | -2 | -6
O=C(O)c1ccc(CNC(=O)c2ccc(Br)o2)cc1 | 9 | 0.6 | 6 | 4 | -0.6 | -4[fluorescence artefact?] | 1 | 0 | 1
CCOc1ccc(NC(=S)Nc2ccc(C)c([N+](=O)[O-])c2)cc1 | -2 | -2.1 | 14* | 13 | 1.4 | 0 | 3 | 6 | -17
C#C[C@]1(O)CC[C@H]2[C@@H]3CCc4cc(OC)ccc4[C@H]3CC[C@@]21C | 3 | -1.3 | -2 | 2 | 0.9 | -1 | -40 | -2 | x
CCN(CC(=O)Nc1ccc2c(c1)OCCO2)C(=O)/C=C/c1ccc(F)cc1 | -14 | 0.4 | -1 | 2 | 0.3 | 0 | 8 | 2 | -29
COCCN(CCOC)C(=O)Nc1ccc(Cl)cc1 | 6 | 0.6 | -1 | 6 | 1.1 | 1 | -8 | 0 | -3
CCCCCCCNC1=CC(=O)CC(c2ccccc2)C1 (stereo not drawn) | -2 | 0.4 | 0 | 36* | 0.4 | 1 | -3 | 28* | -9
